High-throughput results: PubChem BioAssay, National Center for Advancing Translational Sciences (NCATS)
TRHR PAM = allosterically enhances the human TRH receptor; TRHR cells, fluo-8 calcium fluorescence, EC20 TRH enhancement; enhancement, % at 2 µM; 0.66% of 360,000 active; in the data active = enhancement above about 30%; note: 0% is about no effect
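TRHR-expressing cells loaded with fluo-8 calcium dye were read kinetically (ex 480/em 530) during compound addition, then stimulated with an EC20 of TRH (10 nM final). Enhancement of the Gq-mediated intracellular calcium response was scored.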
Pin1 inhibitor = inhibitors of human Pin1. Pin1 FP peptide displacement, HiFluor488, 10 min. Q13526. Potency, µM (doses to about 115 µM), for the others: at the highest dose activity, negative = inhibition, hits mostly inhibitors. AID 504891. 0.009% of 390,000 active; active = well fitted inhibition curve with a large enough effect in the polarisation, with a control signal flat, not every such curve was filed as active; inconclusive = small, poorly fitted or top-dose-only effect, or effect the other way, or a change in a side signal; inactive = no such curve, though single readings can be large or run the other way; the % refers to the polarisation; note: potency is the fitted concentration of half-maximal effect; % is set by controls: 0 for no effect and ±100 for the full control effect
Target sequence (Q13526 whole entry, looked up): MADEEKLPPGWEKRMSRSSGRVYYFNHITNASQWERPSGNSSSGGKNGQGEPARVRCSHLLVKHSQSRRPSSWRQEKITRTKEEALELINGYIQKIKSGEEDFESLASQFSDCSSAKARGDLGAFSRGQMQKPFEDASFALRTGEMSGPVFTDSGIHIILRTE
TrxR1 substrate = substrates of rat thioredoxin reductase 1; AID 588456; Potency, µM (series often up to 114 µM), without a hit: at the highest dose activity change, negative = substrate turnover; purified TrxR1 substrate turnover, NADPH consumption readout; 0.01% of 390,000 active; O89049; note: potency is the fitted concentration of half-maximal effect; % is set by controls: 0 for no effect and ±100 for the full control effect; nearly all actives have a fitted effect of over 50% in size
Target sequence (O89049 whole entry, looked up): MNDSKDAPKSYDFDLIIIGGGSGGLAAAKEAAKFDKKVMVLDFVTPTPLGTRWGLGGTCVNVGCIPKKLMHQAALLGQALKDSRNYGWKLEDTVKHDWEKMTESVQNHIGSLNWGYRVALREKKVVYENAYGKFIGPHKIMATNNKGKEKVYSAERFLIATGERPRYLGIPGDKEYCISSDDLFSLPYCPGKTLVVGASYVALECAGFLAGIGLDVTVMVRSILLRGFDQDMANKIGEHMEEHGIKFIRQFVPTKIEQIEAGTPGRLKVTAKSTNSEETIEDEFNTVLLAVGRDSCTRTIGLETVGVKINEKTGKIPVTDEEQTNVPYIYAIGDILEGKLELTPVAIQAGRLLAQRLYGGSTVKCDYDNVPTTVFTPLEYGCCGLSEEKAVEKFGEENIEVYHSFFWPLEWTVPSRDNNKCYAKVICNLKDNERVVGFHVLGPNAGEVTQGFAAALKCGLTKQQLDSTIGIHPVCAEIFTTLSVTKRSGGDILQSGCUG
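Rat TrxR1, dispensed at 90 nM, was prereduced with 400 uM NADPH (final) for 5 min at ~22 deg C, then incubated with compound 15 min before 400 uM selenite. A first-read NADPH fluorescence drop versus no-compound background flagged substrates.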
D2 agonist = activates the human D2 dopamine receptor | P14416 | HEK293 T-REx D2 cells, calcium flux agonist mode | activation, % at 2 µM | 0.53% of 340,000 active;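 active = activation over 3 SD above normal in the single-dose calcium agonist read, cut at about 30% in these data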; note: 0% is about no effect
Target sequence (P14416 whole entry, looked up): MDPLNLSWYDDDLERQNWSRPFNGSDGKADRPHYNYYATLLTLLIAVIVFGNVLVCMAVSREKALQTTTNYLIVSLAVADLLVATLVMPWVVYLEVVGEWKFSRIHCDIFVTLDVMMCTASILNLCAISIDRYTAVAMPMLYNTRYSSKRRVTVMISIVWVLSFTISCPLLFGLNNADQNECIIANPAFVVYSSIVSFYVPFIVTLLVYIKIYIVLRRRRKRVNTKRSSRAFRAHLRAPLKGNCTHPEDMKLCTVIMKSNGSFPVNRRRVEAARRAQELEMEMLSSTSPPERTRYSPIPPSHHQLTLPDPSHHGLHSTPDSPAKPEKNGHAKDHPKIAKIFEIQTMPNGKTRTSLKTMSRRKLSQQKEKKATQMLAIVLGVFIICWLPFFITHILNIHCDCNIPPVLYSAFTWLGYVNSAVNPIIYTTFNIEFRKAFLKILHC
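Calcium-flux readout, 1 cycle/sec over 180 s following compound pin transfer, in inducible HEK293 Trex D2 cells (force-coupled); dopamine controls included. Positive calcium responses during this window marked compounds as potential agonists.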
mIDH1 inhibitor = inhibitors of human mutant IDH1 R132H; O75874; IDH1-R132H enzyme, NADPH consumption, diaphorase/resazurin fluorescence; Potency, µM (doses to about 76.6 µM), without a hit: top-dose activity change, negative = inhibition, hits mostly inhibitors; 0.093% of 390,000 active; AID 602179; note: potency is the fitted concentration of half-maximal effect; % is set by controls: 0 for no effect and ±100 for the full control effect; nearly all actives have a fitted effect of over 65% in size
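IDH1-R132H (0.5 ug/mL dispensed) in pH 7.5 Tris buffer was preincubated 30 min with compound, then given a substrate mix of 0.016 mM NADPH and 2 mM alpha-KG for 80 min at room temperature; remaining NADPH was read by diaphorase/resazurin fluorescence.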
USP1-UAF1 inh = inhibitors of human USP1/UAF1 deubiquitinase; Potency, µM (top dose mostly 57.1 µM), inactives show top-dose activity change, negative = inhibition, most hits filed as inhibitors; 0.23% of 390,000 active; recombinant USP1/UAF1, Ub-Rhodamine cleavage fluorescence; O94782; note: potency is the fitted concentration of half-maximal effect; % is set by controls: 0 for no effect and ±100 for the full control effect; nearly all actives have a fitted effect of over 60% in size; inactives centre near -12
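Step one: compound is pinned into 1nM USP1/UAF1 in HEPES pH 7.8 buffer with TCEP. Step two: 15 min room-temperature incubation. Step three: Ub-Rho (150nM final) starts cleavage, tracked by fluorescence over six one-minute reads.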
D2 antag = antagonizes the human D2 dopamine receptor; P14416; HEK293 TREx D2 cells, calcium flux, dopamine EC80; inhibition, % at 10 µM; 2% of 340,000 active; AID 485344; in the data active = inhibition above about 30%; note: 0% is about no effect
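Read-out: kinetic calcium fluorescence (1 cycle/s) in inducible HEK293 T-REx D2 cells after an EC80 dopamine addition that followed 180 s compound preincubation. Loss of the dopamine response indicates antagonism.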
rTrxR1 inhibitor = inhibitors of rat thioredoxin reductase 1 | O89049 | recombinant rTrxR1, NADPH fluorescence consumption, selenite substrate | Potency, µM (highest dose often 114 µM), inactives show at the highest dose activity change, negative = inhibition, usual class: inhibitors | 1% of 390,000 active | AID 588453; note: potency is the fitted concentration of half-maximal effect; % is set by controls: 0 for no effect and ±100 for the full control effect; nearly all actives have a fitted effect of over 65% in size
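Rat TrxR1 (90 nM in the dispensed reagent) was pre-reduced with 400 uM NADPH for 5 min at room temperature, then incubated with compound for 15 min. After 400 uM selenite was added, NADPH fluorescence (Ex 340/Em 450 nm) was followed for 8 min.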
TRHR agonist = TRH receptor (human) agonism. P34981. activation, % at 2 µM. 0.18% of 360,000 active. TRHR cells, calcium flux fluo-8, FDSS agonist mode. AID 493084; in the data active = activation above about 30%; note: 0% is about no effect
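Read-out: compound-evoked intracellular calcium rise in TRHR cells, fluo-8 dye, kinetic FDSS fluorescence at 1 s/cycle following a 10-cycle baseline. Cells cultured overnight before dye loading (30 min–1.5 h, RT).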
* = called active by the depositor; ? = inconclusive; / = no result given; & = joins results of further samples; [ ] = remark or other dose. Unless noted, calls come from the whole dose curve; as a rule, active = well fitted inhibition curve with a large enough effect; inconclusive = small, poorly fitted or top-dose-only effect; inactive = no such curve, though single readings can be large or run the other way.

entry	SMILES	TRHR PAM	Pin1 inhibitor	TrxR1 substrate	D2 agonist	mIDH1 inhibitor
1	Cn1ncc2c(NCCc3ccccc3)nc(Cl)nc21	/	-2%	-7%[57.1 µM]	/	7%
2	COc1cc(OC)c(N(C)C(=O)c2sc3nc4n(c(=O)c3c2C)CCCC4)cc1Cl	6	?	121%[activator]	2.5	9%
3	O=C(NCc1ccccc1)c1cccc(COc2ccc(Cl)cc2)c1	0	5%	-6%[57.1 µM]	-0.2	-3%
4	CCOC(=O)c1c(C)[nH]c(C)c1S(=O)(=O)N(C)CC(=O)N1CCN(c2cccc(Cl)c2)CC1	25	1%	6%[57.1 µM]	-0.2	23%
5	CCCCCC1CCC(c2ccc(C(N)=O)cc2)CC1 (stereo not drawn)	0	-2%	1%	/	-1%
6	COc1ccc(NC(=O)CC2C(=O)NC3CCCCC3N2C(=O)c2ccc(F)cc2)cc1 (stereo not drawn)	-5	0%	-4%	/	0%
7	c1ccc(CSc2ccc3nnc(-c4cccnc4)n3n2)cc1	7	-15%	-6%	-0.2	-1%
8	CC(C)(C)OC(=O)NCc1ccc(CNC(=O)c2nc[nH]c2C(=O)NCc2ccccc2)cc1	5	2%	-13%	0.2	4%
9	CC(N=C1CC(C)(C)CC(=O)/C1=C(/O)CCCN1C(=O)c2ccccc2C1=O)C(=O)O (stereo not drawn)	3	-5%	9%	0.2	1%
10	CC1CCN(C(=O)c2[nH]cnc2C(=O)NC2CCN(C(=O)OC(C)(C)C)CC2)CC1	3	0%	-3%	/	-8%

entry	USP1-UAF1 inh	D2 antag	rTrxR1 inhibitor	TRHR agonist
1	?	/	12%[57.1 µM]	/
2	?	/	-23%	1.0
3	-12%	19	2%	-0.1
4	5%	/	31%[57.1 µM]	-0.3
5	-9%	/	-16%	1.6
6	-1%	/	10%	0.4
7	-19%	-5	-3%	-1.9
8	11%	-5	14%	0.5
9	-20%	2	16%	0.4
10	-10%	/	5%	0.0

Next section:
entry	SMILES	TRHR PAM	Pin1 inhibitor	TrxR1 substrate	D2 agonist	mIDH1 inhibitor
11	CCOC(=O)c1[nH]c2ccc(Cl)cc2c1NC(=O)c1nonc1C	-2	7%	6%	-0.4	4%
12	COC(=O)/C(=C/Nc1ccc(O)cc1)[N+](=O)[O-]	0	3%	-3%[57.1 µM]	0.4	4%
13	O=C(Oc1cccc2cccnc12)c1ccc(N2C(=O)C3C4CCC(C4)C3C2=O)cc1 (stereo not drawn)	0	5%	13%[57.1 µM]	0.3	1%
14	COc1ccc(CNC(=O)C/C(C)=N/NC(=O)COc2cccc(C)c2)cc1	-4	-1%	6%	-1.4	1%
15	O=C(Cc1cccc([N+](=O)[O-])c1)Nc1cccc(C(=O)N2CCCC2)c1	/	2%	-5%	/	3%
16	COc1ccc(-c2cc(C(=O)NCCc3ccccc3)no2)cc1OC	-3	1%	12%	0.9	0%
17	Nc1cccc2c1nnn2C1OC(CO)C(O)C(O)C1O (stereo not drawn)	3	/	/	0.5	/
18	CCN(CC)c1ccc(S(=O)(=O)N2CCCCC2)cc1NC(=O)C1CCC1	2	-8%	-1%	-1.3	8%
19	CCn1ccc2cc(S(=O)(=O)N3CCC(C(=O)NCc4cccc(C)c4)CC3)ccc21	-1	5%	-8%[57.1 µM]	0.1	-14%
20	Cc1ccc(C(=O)NC(=S)Nc2ccccc2C(F)(F)F)cc1C	-1	4%	-4%	0.6	7%

entry	USP1-UAF1 inh	D2 antag	rTrxR1 inhibitor	TRHR agonist
11	-20%	11	31%[activator]	-0.1
12	-18%	-9	6%[57.1 µM]	-0.8
13	-9%	-8	7%[57.1 µM]	0.1
14	-11%	13	-4%[57.1 µM]	0.1
15	8%	/	18%	/
16	-13%	-9	15%	-2.0
17	/	-11	/	1.8
18	-15%	16	4%	-0.1
19	-11%	/	0%[57.1 µM]	-0.1
20	-30%	6	-34%	-0.7

Given as tab-separated lines: part of the list above.
nr	Structure	TRHR PAM	Pin1 inhibitor	TrxR1 substrate	D2 agonist	mIDH1 inhibitor	USP1-UAF1 inh	D2 antag	rTrxR1 inhibitor	TRHR agonist
15	O=C(Cc1cccc([N+](=O)[O-])c1)Nc1cccc(C(=O)N2CCCC2)c1	/	2%	-5%	/	3%	8%	/	18%	/
16	COc1ccc(-c2cc(C(=O)NCCc3ccccc3)no2)cc1OC	-3	1%	12%	0.9	0%	-13%	-9	15%	-2.0

More entries follow:
entry	SMILES	TRHR PAM	Pin1 inhibitor	TrxR1 substrate	D2 agonist	mIDH1 inhibitor
21	COc1ccc(COC(=O)C2CCN(S(=O)(=O)c3cccs3)CC2)cc1	-17	10%	-3%	0.5	2%
22	O=C(O)CS(=O)(=O)c1ccc(Oc2ccc(S(=O)(=O)CC(=O)O)cc2)cc1	4	11%	2%	-0.2	0%
23	COCCCNC(=O)CN1C(=O)/C(=C/c2ccccc2C)Sc2ccccc21	13	-9%	5%	-0.4	-2%
24	CC1(C)CC2CC(C)(CN2C(=O)c2ccc([N+](=O)[O-])cc2)C1 (stereo not drawn)	-2	2%	-4%	0.4	3%
25	CCOC(=O)c1c(C)nn(-c2ccc(NC(=O)/C=C/C(=O)O)cc2)c1C	10	4%	3%	0.4	-4%
26	Cc1cc(C)c(NC(=O)c2ncoc2-c2ccco2)c(C)c1	1	-5%	-1%[57.1 µM]	2.4	-13%
27	O=C(CSc1nc(=O)n(CCN2CCOCC2)c2c1CCC2)Nc1ccccc1	-1	2%	-5%[57.1 µM]	0.3	11%
28	Cc1ccc(NC(=O)C(=O)NCc2ccc(/C=C(/C#N)C(=O)NCc3cccnc3)o2)cc1C	-3	9%	2%	-1.8	-2%
29	COc1ccc(NC(=O)c2ccc(NC(=O)CSc3nccc(=O)[nH]3)cc2)cc1	-2	11%	7%	0.6	4%
30	CC(=O)N1N=C(c2ccccc2)CC1c1cccs1 (stereo not drawn)	-3	24%	-10%	-1.7	8%

entry	USP1-UAF1 inh	D2 antag	rTrxR1 inhibitor	TRHR agonist
21	-23%	19	3%	0.4
22	-16%	-3	7%	0.5
23	-21%	6	13%	-0.3
24	-10%	0	21%	1.3
25	-22%	-20	6%	-0.2
26	-14%	/	5%[57.1 µM]	1.0
27	-23%	/	8%[57.1 µM]	-0.1
28	-11%	0	-13%	-1.6
29	7%	5	2%	0.2
30	-22%	-9	-11%	-0.7

(cont.)
entry	SMILES	TRHR PAM	Pin1 inhibitor	TrxR1 substrate	D2 agonist	mIDH1 inhibitor
31	Cc1nc2sccn2c(=O)c1S(=O)(=O)Nc1ccc(N2CCN(C(=O)C(C)C)CC2)cc1	1&-4	0%&2%	-1%[57.1 µM]	-1.4&0.2	4%&24%
32	O=[N+]([O-])c1nn(-c2ccc(Cl)cc2)n(O)c1=NCc1ccncc1	-6	12%	-2%	-0.6	-4%
33	COc1ccc(C(=O)N2CCN(S(=O)(=O)c3ccc(C)cc3C)CC2)cc1OC	-1	-10%	3%[57.1 µM]	2.7	-3%
34	CCOc1ccc(CC(=O)NCc2ccc3c(c2)CCN3C(C)=O)cc1OCC	-1	23%	-12%[57.1 µM]	0.0	-11%
35	CN1C2=CC=CC=CC2=[N+](C)C12C=CC(=[N+]([O-])[O-])C=C2[N+](=O)[O-] (stereo not drawn)	-5	?	-18%[57.1 µM]	1.8	11%
36	COCCN(C(=O)C1CCCO1)c1c(N)n(CC(C)C)c(=O)[nH]c1=O (stereo not drawn)	-1	-1%	5%	-1.6	-6%
37	CC(C)c1ccc(-c2csc(NC(=O)c3cccs3)c2C(=O)O)cc1	-2	-21%	-9%	/	20%
38	COc1ccc(OC)c(/C=N/NC(=O)C(=O)N2CCCC2)c1	0	3%	-1%	/	2%
39	CCOC(=O)c1c(NC(C)=O)sc2c(OC)c(Br)ccc12	2	5%	-4%	0.2	3%
40	CC1=C(C(N)=O)C(c2ccccc2F)n2nc(CCCO)nc2N1 (stereo not drawn)	5	0%	9%[57.1 µM]	0.5	2%

entry	USP1-UAF1 inh	D2 antag	rTrxR1 inhibitor	TRHR agonist
31	-4%&-14%	-5	-5%[57.1 µM]	-1.9&0.5
32	-25%	17	1%	-1.6
33	-4%	1	7%[57.1 µM]	0.3
34	-9%	/	-3%[57.1 µM]	0.4
35	-6%	-9	?	-0.2
36	-24%	-10	13%	0.1
37	-27%	/	12%	-0.2
38	-10%	/	-4%	-0.7
39	-2%	4	19%	0.7
40	-3%	-7	3%[57.1 µM]	0.7

Additional compounds
entry	SMILES	TRHR PAM	Pin1 inhibitor	TrxR1 substrate	D2 agonist	mIDH1 inhibitor
41	COc1ccc2c(c1)O[C@@H](c1cccc(C(F)(F)F)c1)[C@H](OC(=O)N[C@H]1CCCc3ccccc31)C2=O	2	/	/	11	/
42	COCCOc1ccc(C(F)(F)F)cc1NC(=O)c1ccc(C(F)(F)F)cc1	4	1%	25%	1.4	8%
43	CCN(CC)S(=O)(=O)c1ccc2oc(C(=O)N3CCCCCC3)c(C)c2c1	14	0%	8%[57.1 µM]	1.2	-2%
44	CSc1ccccc1NC(=O)CN(C)C(=O)C(C)SCc1nc2sc(C)c(C)c2c(=O)[nH]1 (stereo not drawn)	/	0%	2%	/	0%
45	COCCN=C1NN=C(c2ccc(NC(C)=O)cc2)CS1	1	0%	2%[57.1 µM]	0.8	?
46	CCc1sc(-c2c(C#N)c(N)nc3c2CCCCCC3)cc1[N+](=O)[O-]	3	-15%	-6%	2.6	3%
47	COc1ccccc1N1CCN(CCCCN2C(=O)C3CCCN3C2=O)CC1 (stereo not drawn)	/	-1%	-15%	/	-10%
48	N#CCCN(C(=O)COC(=O)c1cc(=O)[nH]c2ccccc12)c1ccccc1	/	0%	18%	/	0%

entry	USP1-UAF1 inh	D2 antag	rTrxR1 inhibitor	TRHR agonist
41	/	13	/	2.5
42	-5%	59*	21%	0.7
43	-8%	6	5%[57.1 µM]	-0.4
44	-20%	/	11%	/
45	-15%	0	26%[57.1 µM]	0.4
46	-12%	14	0%	4.1
47	-9%	/	-35%	/
48	-14%	/	23%	/

Some of the compounds tested; the hit share may differ from the screen's.
